Screens deposited in PubChem by Sanford-Burnham Center for Chemical Genomics.
LYP phosphatase: inhibitors of LYP phosphatase, biochemical, fluorescence intensity, uHTS (AID 1779). recombinant LYP phosphatase, fluorescence intensity; higher % means a stronger effect. actives 0.054% (n = 290,000). inhibition, % at 11.5 µM; hits with a dose series show IC50 in µM; in the data active = inhibition above about 50%;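 note: plate controls were vehicle with enzyme for no effect and no enzyme for full effect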
* = called active by the depositor. This is a subset, so the mix of outcomes need not match the whole.

smiles	LYP phosphatase
CC(=O)NCCC(=O)Nc1nc(-c2ccc3ccccc3c2)cs1	-13%
CCOC(=O)c1ccccc1NC(=O)CSc1ccc(-c2ccccn2)nn1	-3%
CC1CC(C)CN(C(=O)c2ccc(S(=O)(=O)N3CCCC3)cc2)C1 (configuration not stated)	-6%
CCOc1ccc(CCNC(=O)c2ccc(CS(=O)Cc3ccc(Cl)cc3)o2)cc1 (configuration not stated)	-9%
CC(C)C[C@H](NC(=O)N1CC(=O)Nc2ccccc21)C(=O)N1CCC[C@H]1C(=O)O	1%
CC(Oc1ccc(Cl)cc1Cl)C(=O)NNC(=O)c1cccnc1 (configuration not stated)	-10%
COc1ccc2[nH]cc(CCNC(=O)Cc3c(F)cccc3Cl)c2c1	-12%
CCCN1CCN(C(=O)c2oc3ccccc3c2NC(=O)COc2ccc(OC)cc2)CC1	-3%
COc1cc(NC(=O)Nc2c(C)n(C)n(-c3ccccc3)c2=O)cc(OC)c1OC	-14%
COc1ccc(NC(=S)NC(=O)c2cncc(Br)c2)c(OC)c1	-4%
O=C(Nc1ccc2c(c1)C(=O)NC2=O)c1ccccc1	-8%
CCOC(=O)C(C)OC(=O)C1=C(C)NC(=O)NC1c1ccc2c(c1)OCO2 (configuration not stated)	-6%
COc1cc2c(cc1OC)C(c1c(Cl)cccc1Cl)NC(=O)C2 (configuration not stated)	-7%
CCOC(=O)c1c(C)[nH]c(C)c1S(=O)(=O)NCCc1sccc1C	-6%
CC(NC(=O)C1CCCC1)c1ccc(Br)cc1 (configuration not stated)	-5%
N#C/C(=C/c1cc(Cl)c(O)c(Cl)c1)C(=O)N1CCCCC1	0%
COCCNC(=O)c1cc2c(s1)-c1ccc(Cl)cc1SC2	-5%
Cc1ccc(C(=O)CCC(=O)NCc2ccccc2)cc1	-1%
Cc1ccc(NC(=O)C(C)Sc2n[nH]c(CNc3ccccc3)n2)cc1 (configuration not stated)	-7%
O=C(Cc1ccc(NC2=NC3CS(=O)(=O)CC3S2)cc1)NCc1ccc(Cl)cc1 (configuration not stated)	-3%
C/C(=N\NC(=O)c1ccoc1C)c1ccccc1O	-5%
O=C(CN(c1ccccc1)S(=O)(=O)c1ccc(F)cc1)NC1CCCCCC1	-10%
Cc1ccc(O)c(NC(=O)c2cc(-c3cccs3)on2)c1	-8%
Cc1csc(NC(=O)c2ccc(Cl)nc2)n1	1%
Cc1ccc(NC(=O)CN2CCN(C(=O)C3CCCO3)CC2)c(C)c1 (configuration not stated)	-12%

Ordered by molecular weight (falling): some entries from above.
smiles	LYP phosphatase
CCCN1CCN(C(=O)c2oc3ccccc3c2NC(=O)COc2ccc(OC)cc2)CC1	-3%
O=C(Cc1ccc(NC2=NC3CS(=O)(=O)CC3S2)cc1)NCc1ccc(Cl)cc1 (configuration not stated)	-3%
COCCNC(=O)c1cc2c(s1)-c1ccc(Cl)cc1SC2	-5%
Cc1ccc(O)c(NC(=O)c2cc(-c3cccs3)on2)c1	-8%
CC(NC(=O)C1CCCC1)c1ccc(Br)cc1 (configuration not stated)	-5%

(more compounds)
smiles	LYP phosphatase
Cc1nnsc1C(=O)N1CCCC(Nc2ccc(F)c(F)c2)C1 (configuration not stated)	-8%
CCOC(=O)N1CCN(C(=O)C2CCC(=O)N(Cc3cccc(C(F)(F)F)c3)C2)CC1 (configuration not stated)	-8%
CCS(=O)(=O)N1CCN=C1SC(C)c1ccccc1 (configuration not stated)	-8%
Cc1ccc2c(c1)c1nnc(SCC(=O)NC3CC3)nc1n2C	-2%
CC(C)(C)C(=O)COC(=O)C1=NN(c2ccccc2)C(=O)CC1	-4%
Cc1nnc2c(N(C)S(=O)(=O)c3ccccc3)nc3ccccc3n12	-12%
CCc1nc2ccc(C(=O)NCCc3ccc(OC)c(OC)c3)cc2nc1CC	-9%
O=C(Nc1ccc(F)cc1F)c1ccc(S(=O)(=O)N2CCCCC2)cc1	-8%
CCOc1ccc(NC(=O)CN(C)C(=O)CCc2ccccc2Cl)cc1OCC	-9%
COC(=O)c1ccccc1NC(=O)CC(=O)Nc1ccccc1C(=O)OC	-7%
Cn1c(SCC(=O)Nc2ccc3c(c2)OCCO3)nnc1-c1ccncc1	-8%
CC1(C)CC(NC(=O)c2cccc(F)c2)CC(C)(C)N1	-7%
CN(C)S(=O)(=O)Nc1cccc(-c2cn3c(n2)SCC3)c1	-8%
O=C(O)/C=C/c1ccc(Oc2ncccn2)cc1	-5%
CC(=O)c1ccc(C(=O)NC2CCCN(Cc3ccccc3F)C2)cc1 (configuration not stated)	-4%
CC/C(=N\NC(=O)c1cc(C2CC2)[nH]n1)c1ccccc1	-5%
CCc1ccc(OCC(=O)Nc2nnc(C3CCCC3)s2)cc1	-7%
C=CCOc1cccc(C2/C(=C(\O)c3ccc4c(c3)OCCO4)C(=O)C(=O)N2Cc2cccnc2)c1 (configuration not stated)	-5%
CCOC(=O)N1CCN(C(=O)COCc2cc(-c3ccc4c(c3)OCO4)on2)CC1	-6%
Cc1ccc(C(=O)N/C(=C\c2ccco2)C(=O)N2CC(C)OC(C)C2)cc1C (configuration not stated)	-3%
CC(=O)c1cnc2nc(SCc3cccc(C)c3)nn2c1C	-3%
CN1CCN(C(=O)CNC(=O)Cc2ccc(Cl)cc2)CC1	-11%
CCCc1nnc(NC(=O)C2CC(=O)N(CCc3ccc(F)cc3)C2)s1 (configuration not stated)	-6%
COCCNC(=O)CN(C(=O)CCC(=O)Nc1ccccn1)c1cc(C)ccc1C	-11%
COc1ccccc1C(=O)OCC(=O)NC(C)CCc1ccccc1 (configuration not stated)	-3%

Later entries
smiles	LYP phosphatase
COc1ccc(-c2c(C)c3cc(O)ccc3oc2=O)cc1	-5%
Cc1ccccc1OCc1nc2ccccc2n1C	-10%
CC(Sc1nnc(COc2ccc(Cl)cc2)n1-c1ccccc1)C(=O)O (configuration not stated)	-8%
Cc1cc(C(=O)NC2CCCCC2C)c2ccccc2n1 (configuration not stated)	-8%
Cn1c(SCC(=O)Nc2ccc(NC(=O)c3ccccc3F)cc2)nnc1-c1ccncc1	-7%
CCCN1C(=O)c2ccccc2NC1c1ccc(Br)cc1 (configuration not stated)	-8%
COc1ccc(CNC(=O)c2sccc2-c2ccccc2)cc1OC	-10%
CCOc1ccc(CCNC(=O)COC(=O)CSc2ccccc2C)cc1OCC	-8%
CCN(CC)S(=O)(=O)c1cccc(C(=O)NNC(=O)c2ccc3[nH]c(=O)c(=O)[nH]c3c2)c1	-14%
O=C(c1ccc(F)cc1)C1CCN(C(=O)c2ccc(F)cc2)CC1	-3%
Cc1ccc(N(C(=O)c2snc(C(N)=O)c2N)C(C(=O)NCC2CCCO2)c2ccc(C)o2)c(C)c1 (configuration not stated)	-4%
COC(=O)c1cccc(NC(=O)CSc2nnc(-c3ccco3)o2)c1	1%
CCC(C)N(C(=O)c1csnn1)C(C(=O)NC1CCCC1)c1c(F)cccc1Cl (configuration not stated)	-12%
CC(=O)c1ccc(OCc2cc(C(=O)N3CCCCCCC3)no2)cc1	-9%
Cc1ccc(OCc2cc(C(=O)N(C)Cc3cnc4ccccn34)no2)cc1C	-7%
Cc1cc(=O)n2nc(N3CCCC(C(=O)NCCCN4CC(C)CC(C)C4)C3)sc2n1 (configuration not stated)	-3%
COc1ccc(CCNC(=O)c2cc3c(=O)n4cccc(C)c4nc3s2)cc1OC	-10%
CC1CCCN(C(=O)c2cc3ccccc3cc2O)C1 (configuration not stated)	-5%
O=C(N/N=C/c1cc(Br)c(O)c(Br)c1O)c1ccc2c(c1)OCCO2	5%
CCCn1nnnc1NCc1ccccc1Cl	-8%
COc1ccc(S(=O)(=O)NCC2CCCO2)cc1Cl (configuration not stated)	-7%
CCOCCn1c2ccccc2c2nc3ccccc3nc21	-5%
CSCCNC(=O)c1ccc2nc(Cc3ccccc3F)oc2c1	-6%
COc1cccc(CNS(=O)(=O)c2cc(-c3cc(C)no3)ccc2C(C)C)c1	-5%
O=C(Nc1ccccc1)Nc1nnc(Cc2ccc(F)cc2)s1	-1%

Further records
smiles	LYP phosphatase
COc1ccc2c(C)c(C(=O)N3CC[C@@H](N4CCC(O)CC4)[C@H](O)C3)oc2c1	-9%
Cc1cc(OC(C)C(=O)NCc2ccccn2)c2c(C)cc(=O)oc2c1 (configuration not stated)	-15%
CCN(Cc1ccccc1)C(=O)CCNS(=O)(=O)c1ccc2c(c1)CC(C)N2C(C)=O (configuration not stated)	-14%
Nc1nc(SCC(=O)Nc2ccc(OC(F)(F)F)cc2)[nH]c(=O)c1NC(=O)c1ccc(Br)o1	-1%
COc1ccc(N2CCN(CC(=O)c3ccc(O)c(C)c3O)CC2)cc1	-6%
Cc1cc(NS(=O)(=O)c2ccc(NC(=O)/C=C/c3c(F)cccc3Cl)cc2)no1	6%
COc1ccc(CN2C(=O)c3ccccc3C2OC)cc1 (configuration not stated)	-7%
CCCCC(NC(=O)Cc1c(C)c2cc3c4c(oc3cc2oc1=O)CCCC4)C(=O)O (configuration not stated)	5%
CC(C(=O)Nc1ccccn1)c1ccccc1 (configuration not stated)	-1%
CS(=O)(=O)N1CCc2cc(C(=O)N3CCN(c4ccccc4)CC3)ccc21	-4%
Cc1ccc2cc(NC(=O)c3ccc(C(C)(C)C)cc3)ccc2n1	-2%
CN1CCc2c(sc(NC(=O)Cc3ccc(F)cc3)c2C(N)=O)C1	-8%
COc1ccc(NC(=O)CS(=O)CC(=O)Nc2cccnc2)cc1 (configuration not stated)	-12%
CN(C)c1ccc(NC(=O)c2cccc([N+](=O)[O-])c2)c2ccccc12	-10%
CC1CN(C(=O)CSc2nnc(-c3ccccc3)o2)CC(C)O1 (configuration not stated)	-2%
CC1CCN(C(=O)CCNC(=O)c2ccccc2)CC1	-8%
Cc1cc(C)c(S(=O)(=O)NCc2cccnc2)cc1C	0%
CCOCCCN(C(=O)c1snc(C(N)=O)c1N)C(C(=O)NCCC(C)C)c1ccc(Cl)cc1 (configuration not stated)	0%
COCC1CCN(C(=O)c2ccc(OC)c(OC3CCN(C(C)C)CC3)c2)CC1	-9%
C/C(=N/NC(=O)CNC(=O)c1cccnc1)c1ccccc1	-6%
N#C/C(=C\c1ccc[nH]1)C(=O)Nc1ccccc1Cl	-5%
CC1(C)CN(C(=S)Nc2ccc(F)cc2F)C1=O	-6%
N#Cc1ccc(NC(=O)CN2C(=O)NC3(CCCC3)C2=O)cc1	-11%
CCN(CC(=O)NCc1ccc(Cl)cc1)C(=O)c1ccc2cc(OC)ccc2c1	-6%
CC1=NN(c2cccc(F)c2)C(=O)/C1=C/c1ccc(N(C)C)cc1	-5%

Further records:
smiles	LYP phosphatase
CCN(CC)S(=O)(=O)c1ccc(C(=O)NCC(=O)NCCCc2ccccc2)cc1	-6%
CC1CCN(S(=O)(=O)N2CCCC(C(=O)NCc3ccc(F)cc3)C2)CC1 (configuration not stated)	-1%
CCOc1ccc(NC(=O)CSc2ccc(-c3ccco3)nn2)cc1	0%
CCOC(=O)c1cnc2cc(F)c(F)cc2c1N1CCOCC1	-4%
CC(C)[C@H](NC(=O)c1ccco1)C(=O)NCc1ccccc1	-6%
COc1ccc(C(C)NC(=O)Cc2cccs2)cc1 (configuration not stated)	-9%
N#CC1(c2ccccc2)CCN(S(=O)(=O)c2ccc(OC(F)(F)F)cc2)CC1	-2%
N#Cc1ccccc1OCC(=O)OCCCOC(=O)COc1ccccc1C#N	-8%
CC(=O)N1CCCc2cc(S(=O)(=O)N3CCCC(C(=O)N4CCN(c5cccc(Cl)c5)CC4)C3)ccc21 (configuration not stated)	1%
COc1ccccc1NC(=O)NNC(=O)CCN1CCOCC1	-8%
NS(=O)(=O)c1ccc(CNC(=O)CCCSc2ccccc2)cc1	-10%
O=C(Nc1cc([N+](=O)[O-])ccc1O)c1cccc(C(=O)Nc2cc([N+](=O)[O-])ccc2O)c1	9%
Cc1cc(NC(=O)CSCC(=O)N(C)Cc2ccc(Cl)c(Cl)c2)no1	-17%
Cc1ccc(S(=O)(=O)NC2CCCCCCC2)cc1	-5%
CCn1nc(C)c(CN2CCC(C(=O)Nc3cccc(-c4cccc(Cl)c4)c3)CC2)c1C	-9%
CCN(CC)CCN(C(=O)/C=C/c1cccs1)c1nc2ccc(C)cc2s1	-6%
COc1ccc(S(=O)(=O)NCCN2CCOCC2)c(C)c1C	-10%
Cc1ccc(C2Nc3ccccc3NC3=C2C(=O)CC(C)(C)C3)c(O)c1 (configuration not stated)	-7%
COCCCNC(=S)N1CCN(c2nc(-c3ccc(F)cc3)cs2)CC1	-5%
CC(NC(=O)c1ccco1)C(=O)N1CCN(c2ccccc2)CC1 (configuration not stated)	-6%
CCOc1c(Br)cc(C2NC(=O)CCC2[N+](=O)[O-])cc1OC (configuration not stated)	-7%
Cc1ccc(NC(=O)N2CCC(C(=O)c3ccc(F)cc3)CC2)cc1	-8%
O=[N+]([O-])c1ccc(/C=C/c2ccc3cccc(O)c3n2)cc1	-6%
Cc1cccc(-c2cccc(NC(=O)C3CCCN(C(=O)c4csc(C)n4)C3)c2)c1 (configuration not stated)	-1%

Some of the entries so far, with values ahead of the structure:
LYP phosphatase	SMILES
-7%	Cc1ccc(C2Nc3ccccc3NC3=C2C(=O)CC(C)(C)C3)c(O)c1 (configuration not stated)
-8%	COc1ccccc1NC(=O)NNC(=O)CCN1CCOCC1
-8%	N#Cc1ccccc1OCC(=O)OCCCOC(=O)COc1ccccc1C#N
-6%	CC(NC(=O)c1ccco1)C(=O)N1CCN(c2ccccc2)CC1 (configuration not stated)
-8%	Cc1ccc(NC(=O)N2CCC(C(=O)c3ccc(F)cc3)CC2)cc1
-9%	COc1ccc(C(C)NC(=O)Cc2cccs2)cc1 (configuration not stated)
-6%	CCN(CC)S(=O)(=O)c1ccc(C(=O)NCC(=O)NCCCc2ccccc2)cc1
